Bioassay records: PubChem BioAssay, National Center for Advancing Translational Sciences (NCATS)
KinaseGlo FLuc: Counterscreen for Luciferase (Kinase-Glo TM) Inhibition; Luciferin 4-monooxygenase (Photuris pensylvanica), Q27757; Kinase-Glo luciferase, ATP luminescence, 8 min; Potency, µM (doses to about 38.3 µM), without a hit: top-dose activity change, negative = inhibition, hits mostly inhibitors; 200,000 compounds, 0.28% hits; further: potency means the concentration at half of the fitted maximal effect; on the % scale 0 is the no-effect control and ±100 the full control effect; nearly all actives have a fitted effect of over 60% in size
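Luminescence was the read-out, taken after 8-minute incubation at ambient temperature. Luciferase turned over luciferin with 10 uM ATP in imidazole pH 7.2 buffer containing KCl, MgCl2, Tween 20 and BSA.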
Epigenetic derep: Quantitative High-Throughput Screen for Regulators of Epigenetic Control; murine LDR cells, GFP reporter derepression, 30 h; Potency, µM (highest dose often 53.9 µM), for the others: at the top dose GFP activation, actives largely listed as activators; 280,000 compounds, 0.2% hits; further: potency means the concentration at half of the fitted maximal effect; % of control where 0% means no effect; nearly all actives have a fitted effect of over 60% in size
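GFP-positive cell count by laser-scanning cytometry (objects 20–120 um) after 30 h, 37 C compound exposure of murine LDR cells; reporter is CMV-GFP integrated at a silenced locus, inducible by HDAC or DNMT inhibitors.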
L3MBTL1 inh: qHTS Assay for the Inhibitors of L3MBTL1; Lethal(3)malignant brain tumor-like protein 1 (Homo sapiens), Q9Y468; AlphaScreen L3MBTL1–H3K9me1 peptide binding; 230,000 compounds, 0.66% hits; AID 485360, 2010; Potency, µM (series often up to 57.1 µM), for inactives: top-dose activity, negative = inhibition, hits mostly inhibitors; further: potency means the concentration at half of the fitted maximal effect; on the % scale 0 is the no-effect control and ±100 the full control effect; nearly all actives have a fitted effect of over 60% in size
Target sequence (Q9Y468 whole entry, looked up): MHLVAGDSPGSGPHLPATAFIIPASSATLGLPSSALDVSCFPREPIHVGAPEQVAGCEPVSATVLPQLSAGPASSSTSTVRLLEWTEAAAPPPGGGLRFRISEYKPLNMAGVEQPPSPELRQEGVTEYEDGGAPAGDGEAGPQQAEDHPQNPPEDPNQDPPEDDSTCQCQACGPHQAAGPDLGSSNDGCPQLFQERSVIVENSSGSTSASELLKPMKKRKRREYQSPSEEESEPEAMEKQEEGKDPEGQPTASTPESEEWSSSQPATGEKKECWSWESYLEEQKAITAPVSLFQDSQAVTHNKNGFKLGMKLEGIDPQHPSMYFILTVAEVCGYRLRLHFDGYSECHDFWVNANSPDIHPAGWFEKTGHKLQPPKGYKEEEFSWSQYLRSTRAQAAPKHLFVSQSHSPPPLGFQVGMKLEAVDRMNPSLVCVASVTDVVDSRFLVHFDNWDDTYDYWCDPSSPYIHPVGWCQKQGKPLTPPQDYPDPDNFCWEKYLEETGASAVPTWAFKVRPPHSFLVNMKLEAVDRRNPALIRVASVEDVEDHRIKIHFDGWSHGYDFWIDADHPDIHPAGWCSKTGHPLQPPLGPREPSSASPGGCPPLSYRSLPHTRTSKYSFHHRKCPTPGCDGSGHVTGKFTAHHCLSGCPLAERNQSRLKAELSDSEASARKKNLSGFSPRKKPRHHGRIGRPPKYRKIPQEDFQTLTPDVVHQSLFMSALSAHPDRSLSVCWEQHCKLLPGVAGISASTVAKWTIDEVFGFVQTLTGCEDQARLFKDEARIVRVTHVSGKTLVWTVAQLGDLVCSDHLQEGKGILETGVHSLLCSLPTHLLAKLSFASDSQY
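L3MBTL1 (50 nM) pre-complexed 30 min with biotinylated H3(1-15)K9me1 peptide (75 nM), then compounds added for 30 min at room temperature; AlphaScreen streptavidin donor/nickel chelate acceptor beads (10 ug/mL final) read after 30 min dark incubation.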
CBFb-RUNX1 inh: qHTS Assay for Compounds Blocking the Interaction Between CBF-beta and RUNX1 for the Treatment of Acute Myeloid Leukemia; Runt-related transcription factor 1 (Homo sapiens) + Core-binding factor subunit beta …; AlphaScreen CBFb-His/RUNX1-biotin binding, biochemical; Potency, µM (top dose mostly 59.8 µM), without a hit: at the top dose activity, negative = inhibition, actives largely listed as inhibitors; 230,000 tested, under 10 active; further: % of control where 0% means no effect
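AlphaScreen binding: CBFb-His and RUNX1-biotin (30 nM each) preincubated 20 min, compound added for 15 min, then nickel and streptavidin beads for 90 min, all at room temperature. Disruption of the interaction by any mechanism counts as activity.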
IMPase Li inh: qHTS Assay for Identifying the Cell-Membrane Permeable IMPase Inhibitors: Potentiation with Lithium; Potency, µM (top dose mostly 59.4 µM), for the others: at the highest dose activity, negative = IMPase inhibition, actives largely listed as inhibitors; 210,000 compounds, 0.35% hits; AID 1457, 2008; CHO-M1 cells, IP1 TR-FRET (IP-One), carbachol + lithium;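 further: IP1 builds up when IMPase is blocked and the TR-FRET signal falls; potency means the concentration at half of the fitted maximal effect; plate controls were basal vehicle for no effect and high inhibitor control for full effect; nearly all actives have a fitted effect of over 50% in size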
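CHO cells stably expressing M1 receptor (2000/well, cultured 16–30 h) treated 30 min at 37C with compound plus low lithium. Cytosolic IP1 by TR-FRET (665/620 ratio and 620 channel) after 10 min lysis; AC50 by Hill fit.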
NPSR antag: qHTS Assay for Antagonists of the Neuropeptide S Receptor: cAMP Signal Transduction; CHO-NPSR cells, cAMP TR-FRET, antagonist mode; Potency, µM (series often up to 38.3 µM), for the others: at the highest dose activity change, negative = inhibition, most hits filed as inhibitors; 220,000 compounds, 1% hits; AID 1461, 2008; further: potency means the concentration at half of the fitted maximal effect; on the % scale 0 is the no-effect control and ±100 the full control effect; nearly all actives have a fitted effect of over 50% in size; many of its hits are not listed in these tables
HTT aggregate: qHTS Multiplex Assay to Identify Dual Action Probes in a Cell Model of Huntington: Aggregate Formation (GFP); AID 1688, 2009; 220,000 compounds, 1.1% hits; Potency, µM (titrated, usually from 46.1 µM), without a hit: at the top dose activity change, negative = inhibition, most hits filed as inhibitors; PC12 HttQ103-GFP aggregates, Acumen cytometry, 40 h; further: potency means the concentration at half of the fitted maximal effect; on the % scale 0 is the no-effect control and ±100 the full control effect; nearly all actives have a fitted effect of over 60% in size
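Huntingtin Q103 exon 1–GFP aggregates in induced PC12 cells (100 nM tebufenozide) were quantified by cytometry from lysates, with compounds dosed in titration.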
* hit, by the source's call; ? = inconclusive; · = no result given; & = joins results of further samples; [ ] = another dose, or the depositor's remark. The call rests on the fitted dose curve; in most records, active means well fitted curve in the direction sought with a large enough effect; inconclusive means small, poorly fitted or top-dose-only effect, or another doubt; inactive means no such curve, though single readings can be large; an effect the other way counts as inactive or inconclusive. These rows are one share of the data, so the mix of outcomes need not match the whole.

Under each structure – KinaseGlo FLuc, Epigenetic derep, L3MBTL1 inh, CBFb-RUNX1 inh, IMPase Li inh, NPSR antag, HTT aggregate
1: COc1ccc(NC(=O)CSc2ccc(F)cc2)cc1S(=O)(=O)N1CCCCC1
→ 0%, -2.7%, -14%, -5%, 9%, -11%, 3%
2: COc1cc(NC(=O)c2cc3ccccc3cc2O)c(OC)cc1Cl
→ ·, 2.1%, ·, 29%, ·, -49%, -26%[9.22 µM]
3: CCCCCCNC(=O)C(=O)NCCc1ccc(Cl)cc1
→ 0%, 3.2%, 10%, 11%, 9%, 2%, 19%[9.22 µM]
4: CC1(C)CC2CC(C)(CN2C(=O)C23CCC(C)(C(=O)C2)C3(C)C)C1 (stereo unspecified)
→ 0%, -1.9%, 0%, 0%, 1%, -1%, -6%
5: Cc1[nH]ccc(=O)c1OC1OC(CO)C(O)C(O)C1O (stereo unspecified)
→ -2%, 1.9%, 3%, 3%[2.36 µM], -4%, 15%, 8%
6: CC(C)CCNc1nc(N)c([N+](=O)[O-])c(NCCO)n1
→ ·, 0.0%, -8%, 4%, ·, -11%, 31%[9.22 µM]
7: CCOc1ccccc1-c1ccc(C(=O)NCc2ccccc2)o1
→ 0%, 0.6%, -16%, 3%[2.36 µM], 7%, -8%, 13%
8: CN1CCN(C(=O)c2cc3sccc3n2CC(=O)c2ccccc2)CC1
→ ·, -5.3%, -3%, 0%, ·, 6%[46.1 µM], 0%
9: Cc1cc(Nc2ccccc2)c2c([N+](=O)[O-])ccc(C)c2n1
→ 2%, 0.0%, 16µM*, -4%, 17%, -14%[46.1 µM], 8%
10: O=C(NCc1nnc(SCC(=O)N2CCOCC2)o1)c1c(F)cccc1Cl
→ 1%, -0.8%, ·, 3%, -6%, 9%, -3%
11: COc1ccccc1N(CC(=O)Nc1ccc(C(F)(F)F)cc1)S(C)(=O)=O
→ 0%, 1.6%, 12%, 13%, 1%, -3%, 13%
12: CCCn1c(SCC(=O)NCc2ccc(C)cc2)n[nH]c1=O
→ 3%, -5.2%, 13%, 1%, 3%, 9%, 18%
13: O=C(COc1ccc2ccc(=O)oc2c1)OCc1ccccc1
→ 5%, -0.6%[10.1 µM], 11%, 4%, -1%, -4%, 8%[9.22 µM]
14: Cc1ccc(OCC(=O)N(Cc2cccs2)C2CCS(=O)(=O)C2)cc1 (stereo unspecified)
→ ·, 0.3%, -4%, 11%, ·, 13%, 20%[9.22 µM]
15: Cc1cnc(NC(=O)C2(c3ccccc3)CC2)s1
→ -1%, -1.4%, 2%, 7%, 0%, 4%, 19%
16: C[n+]1cccc(/C=N/Nc2nc(Cl)c(C#N)c(Cl)c2Cl)c1
→ ·, 0.1%, -12%, -7%, ·, -11%, 28%[9.22 µM]
17: COC(=O)Nc1nc(-c2ccccc2)c(C(=O)c2ccccc2)s1
→ -2%, -1.0%, ·, -3%, 24%[38.3 µM], ?, ?
18: COCCCNC(=S)NNC(=O)c1cc(Cl)c(O)c(Cl)c1
→ ·, -1.8%, 6%, 8%, ·, 10%, -8%[9.22 µM]
19: Cc1cc(C(=O)OCC(=O)Nc2cccc(S(=O)(=O)N(C)C)c2)c2ccccc2n1
→ 6%, 9.0%, -1%, -6%, 23%, 11%, -4%
20: O=C(C1=C[C@@H](c2coc3ccccc3c2=O)C[C@@H](OCCCCO)O1)N1CCN(Cc2ccc3c(c2)OCO3)CC1
→ ·, -3.3%, 1%, 6%, 3%, 9%, 22%[9.22 µM]
21: CCOc1ccc(NC(=O)C(NC(=O)C2CCC(C)CC2)C(C)C)cc1 (stereo unspecified)
→ 9%, 0.0%&-0.4%, ·, 3%, -9%, 5%, 21%
22: CC(=O)Nc1sc2c(c1C(c1ccccn1)N1CCCC1)CCCC2 (stereo unspecified)
→ -2%, 0.0%, -16%, -14%, 18%, -22%, 2%
23: CCOC(=O)c1sc(NC(=O)CN(CC)CC)c(C(=O)OCC)c1C
→ 18%, 0.1%, ·, -6%, 26%[38.3 µM], -12%[46.1 µM], 10%
24: Oc1ccc(/C=N/NC(=S)N2CCOCC2)cc1
→ ?, -1.6%, -1%, -11%, 16%, ?, 3%
25: CCOC(=O)Nc1sc(C(=O)N(C)C)c(C)c1C(=O)OCC
→ -2%, -0.9%, 6%, 1%, -17%[38.3 µM], -19%[46.1 µM], 13%
26: O=C1NCCCc2c1oc1cc(Br)c(O)c(Br)c21
→ 4%, -1.5%, 1%, -15%, 8%[38.3 µM], -15%[46.1 µM], ?
27: COc1ccccc1N=Cc1c(C)c(C#N)c2[nH]c3ccccc3n2c1=O
→ -3%, -4.7%, -2%, 3%, 20%, -5%, 13%[9.22 µM]
28: CC(=O)c1ccc(-n2nnnc2SCC(=O)NNC(=O)c2ccco2)cc1
→ -3%, -0.9%, -1%, 5%, 0%[38.3 µM], -3%[46.1 µM], 14%
29: Cc1ccc(C)c(S(=O)(=O)C(C#N)c2nc3ccccc3nc2N2CCOCC2)c1 (stereo unspecified)
→ -2%, 0.0%, ·, -9%, 13%[38.3 µM], -5%[46.1 µM], ?
30: COC(=O)CSc1nnc(CNc2nc(-c3ccccc3)cs2)n1C
→ -1%, 2.4%, -1%, 6%, 0%, -12%[46.1 µM], 1%
31: Cc1ccc(N2C(=O)N(CC(=O)N(C)Cc3ccccc3)C(=O)C2C)cc1 (stereo unspecified)
→ 0%, -1.7%, ·, 1%, 40%[38.3 µM], -20%[46.1 µM], ?
32: Cc1oc(-c2cccc(Cl)c2)nc1CN1CCC(C(=O)NCC2CCCO2)CC1 (stereo unspecified)
→ 0%, -1.1%, 7%, 8%, -2%[38.3 µM], 5%[46.1 µM], 7%
33: CCOC(=O)Cc1c(C)nc2c(-c3ccccc3)c(C)[nH]n2c1=O
→ 1%, -0.3%, 44%[activator], 1%, 1%[38.3 µM], -7%[46.1 µM], ?
34: CCOC(=O)C1(Cc2ccccc2)CCN(Cc2ccc3c(c2)OCCO3)CC1
→ 0%, -2.1%, -4%, 1%, 21%, 8%, -9%[9.22 µM]
35: O=C1c2ccccc2C(Nc2ccc3c(c2)OCCO3)N1c1ccccn1 (stereo unspecified)
→ 3%, -2.1%, -10%, -3%, 9%, -28%[46.1 µM], -23%
36: COC1CCCCC1Nc1ccc(C)c(C)c1 (stereo unspecified)
→ -7%, -0.5%, -14%, -4%, -1%, 18%[46.1 µM], ?
37: Cc1cccc(-n2c(O)c(C=Nc3ccccc3O)c3ccccc3c2=O)n1
→ ·, 0.0%, -12%, -14%, ·, -25%, 18%[9.22 µM]
38: COCCOCCn1cnc2ccccc21
→ -3%, -3.2%, ·, 3%, 30%[38.3 µM], 3%[46.1 µM], -19%
39: CCO[C@H]1OC(C(=O)O)=C[C@@H](C)[C@@H]1CCCO
→ ·, 0.2%, 13%, 5%, -10%, -23%, 4%[9.22 µM]
40: COCCCn1c(SCC(=O)N2CCCC(C)C2)nnc1-c1ccco1 (stereo unspecified)
→ -5%, -1.0%, ·, 4%, 25%[38.3 µM], -10%[46.1 µM], 4%
41: CCOC(=O)c1sc(C)c2c1NC(C)(c1ccccc1)NC2=O (stereo unspecified)
→ -3%, 2.9%, 1%, 1%, 4%[38.3 µM], -19%[46.1 µM], 0%
42: CCN(CC)c1ccc(/C=C/C(=O)c2ccc(Br)cc2)cc1
→ 2%, 16%, 260%[activator], ?, 1%, -13%, -8%
43: Cc1cc(C(F)(F)F)n2nc(C(=O)O)c(Cl)c2n1
→ 0%, -2.9%, -10%, 3%, 7%[38.3 µM], 5%[46.1 µM], 24%
44: O=C(O)c1ccccc1C(=O)Nc1ccc(Br)c2cccnc12
→ 5%, -3.2%&2.3%, -19%, -5%, -18%, -1%, 6%
45: Cc1cc(C(=O)Nc2cccnc2Cl)on1
→ 17%, 0.0%, ·, 2%, 1%[38.3 µM], -6%[46.1 µM], -6%
46: C1CCN2C[C@@H]3C[C@@H](CN4CCCC[C@@H]34)[C@H]2C1
→ -2%, -0.3%, ·, 6%[21.7 µM], 11%, ·, ·
47: Cc1cc(C)nc(SCC(=O)Nc2nonc2N)n1
→ 0%, -2.4%, 3%, 4%, 13%, 4%, -10%[9.22 µM]
48: COc1ccc(OC)c(-n2cnc3cc(C(=O)O)ccc32)c1
→ 1%, -1.0%, 6%, 4%, 14%[38.3 µM], ?, 4%
49: COC(=O)Nc1ccc(S(=O)(=O)N2CCC(C(=O)N(C)C3CCCCC3)CC2)cc1
→ -1%, 3.6%, 20%, -11%, 2%, -14%, 8%
50: O=C(C1CCC(=O)N1Cc1cccnc1)N1CCN(c2ccc(F)cc2)CC1 (stereo unspecified)
→ -5%, -1.0%, 1%, 4%, 0%[38.3 µM], -7%[46.1 µM], -10%
51: CCOC(=O)C1=NN(c2ccc(C)cc2)CC1C(=O)OC (stereo unspecified)
→ 2%, -1.6%, 125%[activator], ?, -13%, 10%, 8%
52: CC(=O)Oc1ccccc1C(=O)Oc1ccccc1C(=O)O
→ -7%, 0.0%, 7%, 14%, 12%&-2%, ·, ·
53: NC(=O)c1c(NC(=O)CSc2nnc(-c3ccco3)n2-c2ccccc2)sc2c1CCC2
→ -7%, -1.0%, 10µM*, ?, -17%[38.3 µM], ?, -5%
54: CCOC(=O)Cc1nc2ccccc2n(CC#N)c1=O
→ 2%, 13%, 12%, 12%, -24%, -8%, 2%
55: CNC(=O)CCc1ccc(OC)cc1
→ ·, 0.1%, 7%, 4%, ·, 10%, -4%[9.22 µM]
56: CCN1CCN(c2cc(=O)n(Cc3ccc(F)cc3)c(=O)[nH]2)CC1
→ 3%, -1.8%, ·, 9%, 8%, 1%, 14%
57: CCO/C=N/c1c(C#N)c(CC#N)nn1-c1ccccc1
→ 0%, -0.2%, ·, -3%, 6%[38.3 µM], -2%[46.1 µM], -6%
58: CCC(C)NCCOc1ccc(C)cc1[N+](=O)[O-] (stereo unspecified)
→ -2%, 1.6%, 7%, 1%, 4%, -15%, 3%[9.22 µM]
